High-throughput results deposited in PubChem by The Scripps Research Institute Molecular Screening Center.
HCV core inhibition = blockers of core106 self-association – biochemical, TR-FRET, triplicate, confirmation (AID 2152); TR-FRET GST-/Flag-core106 dimerization, HTRF; stronger effect = higher value; inhibition, % at 5 µM; hit rate 1% among 2,300;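 active means mean inhibition over three replicate wells above the hit threshold derived in the earlier primary screen, cut at about 45% in these data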;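 further: 0% = DMSO wells and 100% = unlabelled core106 competitor control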
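Test system: GST- and Flag-tagged HCV core106 peptides, dimerization via antibody TR-FRET / Amount: 17 nM Flag- plus 13.5 nM GST-core106 / Probe or stimulus: Eu(K)-anti-GST plus XL665-anti-FLAG antibodies / Compound dosing: one 5 µM dose, 0.5% DMSO / Times: 4 h incubation, 22.5 °C / Technique: TR-FRET, 340 nm excitation, 671/617 nm emission / Evaluation: percent inhibition from emission ratio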
* = called active by the depositor.

SMILES	HCV core inhibition
O=C(c1cc(-c2ccncc2)nc2ccccc12)N1CCN(c2ccccc2O)CC1	2
CCn1c(=NC(=O)c2ccc(N3C(=O)CCC3=O)cc2)sc2c(OC)ccc(OC)c21	19
CCc1cccc(C)c1NC(=O)CSc1nc2ccc(N3C(=O)c4ccccc4C3=O)cc2s1	-3
Cc1nnc(NC(=O)c2cc(-c3ccco3)nc3ccccc23)s1	6
Cc1ccc(CN2C(=O)C3CCCN3c3ccc(S(=O)(=O)N4CCOCC4)cc32)cc1 (stereo not given)	3
O=C(Cc1cccs1)Nc1ccc(S(=O)(=O)N2CCCC2)cc1	12
NS(=O)(=O)c1ccc(NS(=O)(=O)c2ccc(NC(=O)c3ccc(-c4ccccc4)cc3)cc2)cc1	0
COc1ccc(N2Cc3ccc(C(=O)N/N=C\c4ccc(O)cc4O)cc3C2)cc1	18
O=[N+]([O-])c1ccc(/C=N/NC(=S)Nc2ccccc2)o1	0
CCCCn1c(SCC(=O)Nc2cc(C)on2)nc2ccccc2c1=O	55*
COc1ccccc1-c1nnc(NC(=O)c2ccc3c(c2)OCO3)s1	6
COc1ccc(C(=O)c2c(C(F)(F)F)oc3c2C(=O)c2ccccc2C3=O)cc1	-3
O=C(N/N=C/c1ccc(F)cc1)c1cc(-c2ccco2)nc2ccccc12	46
COc1ccc(NC(=O)/C(C#N)=C\c2cc(C)n(-c3ccc4c(c3)OCO4)c2C)cc1	-1
O=C(CSc1ncnc2c1oc1ccccc12)Nc1ccccc1C(F)(F)F	45
Cc1ccc(C(=O)NN2CC(O)=C(c3nc(-c4cccc([N+](=O)[O-])c4)cs3)C2=N)cc1	10
O=C(O)CCC(=O)N1N=C(c2cccs2)CC1c1cn(-c2ccccc2)nc1-c1ccccc1 (stereo not given)	7
COc1ccc(/C=N/NC(=O)c2ccc(CN3c4cccc5cccc(c45)S3(=O)=O)cc2)cc1	1
CN(C)S(=O)(=O)c1cccc(C(=O)C2=C3SC=C(c4ccccc4)N3CC2)c1	-3
COc1cccc(N2CCN(CC(=O)NC(=O)NCc3ccco3)CC2)c1	-8
CCn1c2ccccc2c2cc(NC(=O)c3ccc(Br)o3)ccc21	-9
N#Cc1ccccc1Cn1c(=O)n(Cc2ccc(C(=O)NCc3ccco3)cc2)c(=O)c2ccccc21	-2
COc1ccc(OC)c(S(=O)(=O)CC(=O)c2cc3ccc(OC)cc3oc2=O)c1	11
Cc1ccc(C)c(NC(=O)CSc2nc3nc(-c4cccs4)cc(C(F)(F)F)c3c(=O)[nH]2)c1	5
CCn1c(SCC(=O)Nc2oc(-c3ccccc3)c(-c3ccccc3)c2C#N)nnc1-c1ccco1	0

New compounds follow.
SMILES	HCV core inhibition
CC(C)c1ccc(NC(=O)Nc2cc3sccc3n2C)cc1	-13
C=CCn1c(SCC(=O)Nc2sc3c(c2C#N)CCC3)nnc1C1COc2ccccc2O1 (stereo not given)	-5
CC1CCCCC12NC(=O)N(CC(=O)Nc1sc3c(c1C(N)=O)CCC3)C2=O (stereo not given)	7
CCOc1ccc(NC(=O)COC(=O)Cc2ccc(S(=O)(=O)N3CCOCC3)s2)cc1	-1
Cc1cc(OCC(=O)Nc2cc(-c3nn4c(C)nnc4s3)ccc2C)ccc1Cl	31
Nc1cc2c(cc1[N+](=O)[O-])OCO2	1
N#Cc1c(-c2cccc(F)c2)cc(-c2ccccc2)nc1Br	10
COc1ccc(-n2c(-c3ccc(Br)cc3)nc(=S)c3c2CCCC3)cc1	29
Cc1ccc(OCC(=O)Nc2nnc(S(=O)(=O)N3CCCCCC3)s2)cc1C	-5
COc1ccc(-c2nc(NC(=O)C3CC(=O)N(c4ccc5c(c4)OCCO5)C3)sc2C)cc1 (stereo not given)	-4
COc1ccc(C(=O)COC(=O)[C@H](C)Nc2ccc(C(F)(F)F)cc2[N+](=O)[O-])c(OC)c1	-4
C#CCn1c(=NC(=O)c2ccc(S(=O)(=O)N3CCCc4ccccc43)cc2)sc2cc(S(N)(=O)=O)ccc21	14
N#Cc1c(NC(=O)COC(=O)C2CC3C=CC2C3)oc(-c2ccccc2)c1-c1ccccc1 (stereo not given)	-3
CCc1ccc(-c2csc(NC(=O)C3=NN(c4ccccc4)C(=O)CC3)n2)cc1	-3
Cc1ccc(S(=O)(=O)N2[C@@H](c3ccccc3F)C(C(=O)O)=CC[C@H]2c2ccc(Cl)c(Cl)c2)cc1	-2
O=C(COc1cccc(F)c1)NNC(=O)c1cccc(-n2cccc2)c1	-4
O=C(O)CSc1cc(C(=O)c2cc(F)ccc2O)cn2c(=O)c3c(-c4ccccc4)csc3nc12	15
O=Cc1cn(-c2ccccc2)nc1-c1cc2c(ccc3ccccc32)oc1=O	0
COc1cc2c(cc1OC)C1(Nc3c-2c(Cc2ccccc2)nn3-c2ccccc2)C(=O)Nc2ccccc21 (stereo not given)	13
COc1ccc(NC(=O)Cn2ncc(Cl)c(Cl)c2=O)cc1S(=O)(=O)N1CCOCC1	10
O=C(/C=C\c1ccc2c(c1)OCO2)Nc1c2c(nn1-c1ccc(Cl)cc1)CSC2	-1
CCOc1ccc2[nH]c(=O)c(C(c3nnnn3Cc3ccco3)N3CCCC(C)C3)cc2c1 (stereo not given)	0
O=C(Cc1ccc(S(=O)(=O)N2CCCC2)s1)NC1CCCCCC1	-2
Cc1onc(-c2ccccc2Cl)c1C(=O)NCc1ccco1	1
Oc1c(/C=C/C=C/C=Nc2ccccc2)sc(=S)n1Cc1ccccc1	-25

Shown as a markdown table: entries from further up.
| Compound | HCV core inhibition |
| --- | --- |
| COc1ccc(C(=O)COC(=O)[C@H](C)Nc2ccc(C(F)(F)F)cc2[N+](=O)[O-])c(OC)c1 | -4 |
| C#CCn1c(=NC(=O)c2ccc(S(=O)(=O)N3CCCc4ccccc43)cc2)sc2cc(S(N)(=O)=O)ccc21 | 14 |

Additional compounds.
SMILES	HCV core inhibition
COc1ccc(-n2nnnc2/C=C\Nc2ccccc2C(=O)c2ccccc2)cc1	-7
Cc1ccc(C)c(N(CC(=O)NCCSCc2ccco2)S(C)(=O)=O)c1	-5
Cc1ccc(CNC(=O)c2ccc(N3CCC4(CC3)CC(c3ccccc3)=NO4)c(NC(=O)c3ccc(Cl)c([N+](=O)[O-])c3)c2)cc1	-10
O=C(O)C1Nc2c(Cl)cc(Cl)cc2C2C=CCC12 (stereo not given)	-3
O=C(COC(=O)c1ccc(S(=O)(=O)NCc2ccco2)cc1)NCCC1=CCCCC1	-6
Cc1c(-c2ccccc2)cn2c1-c1ccc(C)n1CC2	-4
O=C(COC(=O)c1cc(-c2ccco2)nc2ccccc12)NCc1ccc2c(c1)OCO2	-5
Cc1ccc(/C=C/C(=O)N2CCN(S(=O)(=O)c3c(C)c(C)cc(C)c3C)CC2)o1	-4
CCCCCC#CCC#CCC#CCC#CCCCC(=O)O	38
CCc1nnc(NC(=O)c2ccc(Cl)c(S(=O)(=O)N3CCc4ccccc43)c2)s1	-4
Cc1ccc(-n2cccc2/C=C2/C(=N)N3C(=NC2=O)SN=C3S(C)(=O)=O)cc1	4
CC(C)c1ccc(Nc2nnc(SCC(=O)c3nnc(-c4ccccc4)o3)s2)cc1	18
COc1ccc(/C=C2\SC(=S)N(NC(=O)c3csc4c3CCCC4)C2=O)cc1	-9
O=C(c1ccc2nc(-c3ccco3)c(-c3ccco3)nc2c1)N1CCN(c2ncccn2)CC1	-2
C/C(=N\Nc1nc(-c2ccc(C)cc2C)cs1)c1cc2ccccc2oc1=O	-4
Cc1ccc2nc(-c3ccc(NC(=S)NC(=O)C(C)C)cc3)sc2c1	8
Cc1nn(-c2ccccc2)c(Cl)c1C(=O)NCc1cccs1	-1
COCCn1cnnc1SCC(=O)c1ccc(S(=O)(=O)N2CCCC2)cc1	2
COc1cc(C(c2c(C(=O)O)[nH]c3ccccc23)c2c(C(=O)O)[nH]c3ccccc23)ccc1OCc1ccccc1	2
CC1Cc2ccccc2N1Cc1nc2cc(Cl)ccc2c(=O)[nH]1 (stereo not given)	1
COC(=O)c1ccc(Oc2coc3cc(OCc4cnn(-c5ccccc5)c4)ccc3c2=O)cc1	-5
Cc1cccc2cc(/C=C3\N=C(c4ccccc4)OC3=O)c(N3CCOCC3)nc12	-4

Copied from the entries so far for reference:
SMILES	HCV core inhibition
O=C(c1cc(-c2ccncc2)nc2ccccc12)N1CCN(c2ccccc2O)CC1	2
CCn1c(=NC(=O)c2ccc(N3C(=O)CCC3=O)cc2)sc2c(OC)ccc(OC)c21	19
CCc1cccc(C)c1NC(=O)CSc1nc2ccc(N3C(=O)c4ccccc4C3=O)cc2s1	-3
Cc1nnc(NC(=O)c2cc(-c3ccco3)nc3ccccc23)s1	6
Cc1ccc(CN2C(=O)C3CCCN3c3ccc(S(=O)(=O)N4CCOCC4)cc32)cc1 (stereo not given)	3
O=C(Cc1cccs1)Nc1ccc(S(=O)(=O)N2CCCC2)cc1	12
NS(=O)(=O)c1ccc(NS(=O)(=O)c2ccc(NC(=O)c3ccc(-c4ccccc4)cc3)cc2)cc1	0
COc1ccc(N2Cc3ccc(C(=O)N/N=C\c4ccc(O)cc4O)cc3C2)cc1	18
O=[N+]([O-])c1ccc(/C=N/NC(=S)Nc2ccccc2)o1	0
CCCCn1c(SCC(=O)Nc2cc(C)on2)nc2ccccc2c1=O	55*
COc1ccccc1-c1nnc(NC(=O)c2ccc3c(c2)OCO3)s1	6
COc1ccc(C(=O)c2c(C(F)(F)F)oc3c2C(=O)c2ccccc2C3=O)cc1	-3
O=C(N/N=C/c1ccc(F)cc1)c1cc(-c2ccco2)nc2ccccc12	46
COc1ccc(NC(=O)/C(C#N)=C\c2cc(C)n(-c3ccc4c(c3)OCO4)c2C)cc1	-1
O=C(CSc1ncnc2c1oc1ccccc12)Nc1ccccc1C(F)(F)F	45
Cc1ccc(C(=O)NN2CC(O)=C(c3nc(-c4cccc([N+](=O)[O-])c4)cs3)C2=N)cc1	10
O=C(O)CCC(=O)N1N=C(c2cccs2)CC1c1cn(-c2ccccc2)nc1-c1ccccc1 (stereo not given)	7
COc1ccc(/C=N/NC(=O)c2ccc(CN3c4cccc5cccc(c45)S3(=O)=O)cc2)cc1	1
CN(C)S(=O)(=O)c1cccc(C(=O)C2=C3SC=C(c4ccccc4)N3CC2)c1	-3
COc1cccc(N2CCN(CC(=O)NC(=O)NCc3ccco3)CC2)c1	-8
CCn1c2ccccc2c2cc(NC(=O)c3ccc(Br)o3)ccc21	-9
N#Cc1ccccc1Cn1c(=O)n(Cc2ccc(C(=O)NCc3ccco3)cc2)c(=O)c2ccccc21	-2
COc1ccc(OC)c(S(=O)(=O)CC(=O)c2cc3ccc(OC)cc3oc2=O)c1	11
Cc1ccc(C)c(NC(=O)CSc2nc3nc(-c4cccs4)cc(C(F)(F)F)c3c(=O)[nH]2)c1	5
CCn1c(SCC(=O)Nc2oc(-c3ccccc3)c(-c3ccccc3)c2C#N)nnc1-c1ccco1	0

The list is partial. The share of hits here may be higher or lower than overall.
